Compound activity as filed in PubChem BioAssay.
KDM5B inhibitor: inhibitors of human KDM5B histone demethylase | Q9UGL1 | KDM5B demethylase, FDH-coupled NADH fluorescence (FDH is formaldehyde dehydrogenase) | Potency, µM (titrated, usually from 57.7 µM), for inactives: at the top dose activity change, negative = inhibition, hits mostly inhibitors | 2.6% of 220,000 active; active = well fitted inhibition curve with a large enough effect; inconclusive = small, poorly fitted or top-dose-only effect; inactive = no such curve, though single readings can be large or run the other way; also: 0% is about no effect; nearly all actives have a fitted effect of over 70% in size
Target sequence (Q9UGL1 whole entry, looked up): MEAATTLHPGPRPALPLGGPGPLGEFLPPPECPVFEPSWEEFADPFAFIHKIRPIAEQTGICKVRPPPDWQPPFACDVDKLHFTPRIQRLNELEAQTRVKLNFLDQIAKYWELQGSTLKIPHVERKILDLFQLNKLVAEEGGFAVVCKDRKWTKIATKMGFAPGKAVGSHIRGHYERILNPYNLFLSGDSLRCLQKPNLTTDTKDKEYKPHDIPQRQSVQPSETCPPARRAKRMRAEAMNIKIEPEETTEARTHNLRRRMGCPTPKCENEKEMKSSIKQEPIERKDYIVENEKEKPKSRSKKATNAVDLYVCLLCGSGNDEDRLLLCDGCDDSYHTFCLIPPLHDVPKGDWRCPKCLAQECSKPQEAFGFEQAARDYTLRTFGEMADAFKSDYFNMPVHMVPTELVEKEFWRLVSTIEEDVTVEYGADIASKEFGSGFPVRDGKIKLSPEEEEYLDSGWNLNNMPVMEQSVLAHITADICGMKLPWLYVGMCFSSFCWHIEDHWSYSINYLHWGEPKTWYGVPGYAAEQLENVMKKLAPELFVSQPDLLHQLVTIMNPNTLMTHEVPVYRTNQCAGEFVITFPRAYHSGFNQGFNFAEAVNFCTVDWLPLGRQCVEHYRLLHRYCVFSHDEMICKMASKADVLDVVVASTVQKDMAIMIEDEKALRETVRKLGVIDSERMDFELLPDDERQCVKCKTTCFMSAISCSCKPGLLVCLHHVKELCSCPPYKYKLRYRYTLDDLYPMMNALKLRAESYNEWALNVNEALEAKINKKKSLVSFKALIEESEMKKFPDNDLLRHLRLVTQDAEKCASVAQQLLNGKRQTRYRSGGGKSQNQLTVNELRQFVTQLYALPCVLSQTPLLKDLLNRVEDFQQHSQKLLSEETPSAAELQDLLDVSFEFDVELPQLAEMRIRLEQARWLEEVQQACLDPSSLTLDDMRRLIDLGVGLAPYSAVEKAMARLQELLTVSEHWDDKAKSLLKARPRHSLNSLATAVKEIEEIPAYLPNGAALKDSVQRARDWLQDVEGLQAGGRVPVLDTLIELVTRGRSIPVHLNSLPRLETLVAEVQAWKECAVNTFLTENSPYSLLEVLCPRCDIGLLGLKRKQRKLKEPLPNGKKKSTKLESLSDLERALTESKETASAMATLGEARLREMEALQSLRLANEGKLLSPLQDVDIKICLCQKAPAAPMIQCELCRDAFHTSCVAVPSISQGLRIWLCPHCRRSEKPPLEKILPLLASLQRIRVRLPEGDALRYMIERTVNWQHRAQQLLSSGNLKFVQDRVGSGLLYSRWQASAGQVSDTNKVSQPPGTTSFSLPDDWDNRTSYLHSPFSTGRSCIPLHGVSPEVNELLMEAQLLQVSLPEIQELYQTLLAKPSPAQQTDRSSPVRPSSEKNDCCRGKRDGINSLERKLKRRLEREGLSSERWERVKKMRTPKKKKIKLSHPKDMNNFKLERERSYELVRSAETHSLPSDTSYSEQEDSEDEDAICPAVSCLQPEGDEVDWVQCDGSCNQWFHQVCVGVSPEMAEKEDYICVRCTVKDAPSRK
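KDM5BΔAP (200 nM final) in 50 mM HEPES pH 7.5, 0.01% Tween-20 was preincubated 10 min at RT with compound over a concentration range. Substrate mix (H3K4me3 12.5 µM, α-KG 25 µM, Fe²⁺, ascorbate, NAD⁺, FDH) was added, and NADH fluorescence change over 30 min gave dose-response curves.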
The depositor's hits bear a star; i = inactive; ? = inconclusive; [ ] = another dose, or the depositor's remark. Potency is read from the fitted curve at half-maximal effect. This is a subset, so the mix of outcomes need not match the whole.

KDM5B inhibitor,Molecule
-17.1%,Cc1c(NC(=O)c2ccccc2)cccc1-c1nc2ccccc2o1
-3.3%[115 µM],CN1CC(=O)N(C2CCCNCC2)Cc2c1ncnc2N1CCC(N2CCOCC2)CC1 (stereo unspecified)
15.5%,O=C(N1CCCC1c1nc(CCOCC2CC2)no1)C1(c2ccccc2)CC1 (stereo unspecified)
3.7%[86.2 µM],O=C(NC[C@H]1O[C@@H]2C[C@@H](CC(=O)N3CCOCC3)O[C@@H]2[C@@H]1O)Nc1cccnc1
?,CCn1c(C(=O)NCc2ccccc2Br)cc2oc3ccccc3c21
-7.1%,O=C(CCCN1C(=O)C(c2ccccc2)Oc2cccnc21)NCCc1noc(-c2ccncc2)n1 (stereo unspecified)
13.3%,CCCn1nc(C(=O)NC2CCCc3ccccc32)c2ccccc2c1=O (stereo unspecified)
?,COC(=O)c1ccc([C@@H]2Nc3c(OC)ccc(C)c3[C@@H]3C=CC[C@@H]32)cc1
14.6%,Cc1ccc(-c2cn[nH]c2C2CCCN(C(=O)c3cnc(C)s3)C2)cc1 (stereo unspecified)
-0.5%,CCOC(=O)C1CCCN(C(=O)c2ccc3c(c2)sc2nc(-c4ccc(C)cc4C)cn23)C1 (stereo unspecified)
?,CC1=NN2C(=N)/C(=C\c3cc(C)n(-c4ccc(C)cc4)c3C)C(=O)N=C2S1
-11.7%,COC[C@H]1NC(=O)CC[C@H]1C(=O)N1CCc2ccccc21
?,O=C(Cn1ccn2nc(-c3ccccc3)c(CO)c2c1=O)Nc1ccccc1
-5.3%,O=C(c1cnn(-c2cccc(F)c2)c1-n1cccc1)N1CCN(c2ccccc2F)CC1
14.2%,O=C1NCCCCCCN(C(=O)Nc2ccccc2F)[C@H]2CCCC[C@@H]12

The final six entries of the section before come first, to join the parts.
KDM5B inhibitor,Molecule
-0.5%,CCOC(=O)C1CCCN(C(=O)c2ccc3c(c2)sc2nc(-c4ccc(C)cc4C)cn23)C1 (stereo unspecified)
?,CC1=NN2C(=N)/C(=C\c3cc(C)n(-c4ccc(C)cc4)c3C)C(=O)N=C2S1
-11.7%,COC[C@H]1NC(=O)CC[C@H]1C(=O)N1CCc2ccccc21
?,O=C(Cn1ccn2nc(-c3ccccc3)c(CO)c2c1=O)Nc1ccccc1
-5.3%,O=C(c1cnn(-c2cccc(F)c2)c1-n1cccc1)N1CCN(c2ccccc2F)CC1
14.2%,O=C1NCCCCCCN(C(=O)Nc2ccccc2F)[C@H]2CCCC[C@@H]12
-27.8%,N#Cc1ccccc1S(=O)(=O)N1CCN(c2nc(-c3cccnc3)nc3ccccc23)CC1
-19.0%,CCc1ccc(S(=O)(=O)NCC(O)COc2ccc(OC)cc2)cc1 (stereo unspecified)
-28.8%,Cc1ccc2nc(/C=C/c3ccc([N+](=O)[O-])cc3)ccc2c1
9.0%,COC(=O)c1ccc(/C=N/OCc2ccccc2Cl)cc1
?,O=C1OC[C@@H]2CCN(Cc3ccccn3)Cc3ccccc3N12
1.4%[115 µM],CC(C)CCN1CCC2(C1)C(=NC1CCCCC1)NC(=O)N2c1cc(F)cc(F)c1 (stereo unspecified)
-25.9%,O=C1Nc2ccc3sc4ccccc4c3c2C1=O
-15.1%,O=C(O)C/C(=C/c1ccc(Cl)cc1Cl)c1nc2ccccc2o1
-19.3%,Cc1ccc([N+](=O)[O-])cc1C#Cc1ccccc1
1.2%,CCCCC(=O)Nc1ccc(NC(=O)CCCN2CCCC2=O)cc1
11.5%,Cn1ncc2c(NC3CCC(c4ccccc4)CC3)ncnc21 (stereo unspecified)
-3.8%,Cc1ccc(-c2cc(=O)c3cc(F)ccc3o2)cc1
-25.1%,CCc1nc(CN2CCN(Cc3ccc(C)o3)C(CCO)C2)c(C)[nH]1 (stereo unspecified)
?,CCOCCCNC(=O)CN1C(=O)c2c(c3ccccc3n2C)C1c1ccc(OC)cc1 (stereo unspecified)
?,CC1=C[C@@H](CNC(=O)c2cnccn2)[C@H](C(C)C)C[C@H]1Cc1nc2ccccc2n1C
8.9%,O=c1c2nccnc2nc(SCc2cccc(F)c2)n1Cc1ccc2c(c1)OCO2
18.6%,CCOc1ccc(-c2cc3c(=O)n(CCNC(=O)c4cccc(Cl)c4)ccn3n2)cc1
-3.1%,O=C(Nc1ccccc1F)N1CC(Oc2ccc(-c3noc(-c4ccccc4)n3)cc2)C1
-3.0%,CCOc1cccc(/C=C(\C#N)C(=O)NC2CC2)c1
25.1%,CCn1c(SCC(=O)NC2CCCC2)nnc1-c1ccccn1
?,COc1ccc(-c2nc(C#N)c(NCCN3CCOCC3)o2)cc1
-3.2%,CC1CCN(S(=O)(=O)c2ccc3nc(N4CCN(c5ccccc5)CC4)ccc3c2)CC1
-15.2%,Cn1ncc2c(NCCc3nnc(N)s3)nc(-c3ccncc3)nc21
?,CCCc1cc(=O)oc2cc(OCC(N)=O)ccc12
14.9%[86.2 µM],O=C(NC[C@H]1OC[C@@H](NC2CCCCC2)[C@@H]1O)c1ccc(F)cc1
21.8%,CN1CC2(CCCN(Cc3cc4ccccc4o3)C2)OC1=O (stereo unspecified)
12.0%,O=C(NC(Cc1ccccc1)C(=O)Nc1ccc2c(c1)CCC2)c1ccco1 (stereo unspecified)
15.2%,COc1ccc(C(=O)N[C@@H]2CCC[C@@H]2C(=O)NCc2ccncc2)cc1
?,O=C(N[C@H]1CCN2C(=O)c3cc(-c4ccsc4)ccc3NC(=O)[C@H]12)c1cccc(F)c1
-21.6%,CCOCCCNCc1ccccc1Cl
-12.4%,COC(=O)c1sccc1S(=O)(=O)Nc1ccc(OC(F)F)cc1
0.2%,Cc1ccc(CNC(=O)c2cc(-c3ccc(Cl)cc3)on2)cc1
?,N#Cc1cccc(NC(=O)c2nn(-c3ccccc3)c(=O)c3ccccc23)c1
-13.1%,Clc1ccc2nc(-c3ccccc3)nc(C(Cl)Cl)c2c1
11.7%,O=C(NCc1ccnc(OCC(F)(F)F)c1)c1cccs1
-7.6%[86.2 µM],Cc1nnc(-c2cc(-c3ccccc3Oc3ccccc3)ccn2)n1Cc1cccnc1
-14.9%,O=C(NCCC1CCN(C(=O)Nc2cc(F)ccc2F)CC1)c1ccc2nc[nH]c2c1
?,Cn1c(=O)c(C(=O)NC2CCOC3(CCOCC3)C2)nc2ccccc21 (stereo unspecified)
-0.2%[86.2 µM],CN(Cc1ccccc1)Cc1cc(CC2(NCc3cccs3)COC2)no1
20µM*,O=C(O)C[C@@H]1CCN(S(=O)(=O)c2ccc(F)cc2)C[C@@H]1CC1=NCCc2cc(F)ccc21
2.8%,CC(C)c1noc(-c2cn(C3CCCN(C(=O)c4cccc(F)c4)C3)nn2)n1 (stereo unspecified)
-2.8%,CC(=O)N1N=C(c2ccsc2)CC1c1ccc2nccnc2c1 (stereo unspecified)
-16.8%[86.2 µM],COc1ccc(F)cc1-c1ccc(COc2ccc3c(cnn3CCC(=O)O)c2)cc1
-10.1%,O=C(c1cccc(Cl)c1)C1CCCN(S(=O)(=O)c2ccccc2)C1 (stereo unspecified)
?,CCC1=C(C(=O)OC)C(c2ccccc2C)N2C(CC(=O)N3CCCC3)=CSC2=N1 (stereo unspecified)
-1.2%,O=C1CC(c2ccccc2)N(C(=O)CNC(=O)c2cccs2)CCCCCCN1 (stereo unspecified)
?,OCc1ccccc1SSc1ccccc1CO
31.6µM*,COCCn1cc2c3c(cccc31)CN(C(=O)COc1cccc(C)c1)CC2
-4.1%,O=C(CN1C(=O)C2CCCCN2c2ccc(C(=O)N3CCCC3)cc21)NCc1ccc(F)cc1 (stereo unspecified)
7.0%,COC(=O)[C@H](NC(=O)Nc1ccc(C)c(C)c1)C(C)C
15.8%,COc1ccc(C(=O)O)cc1S(=O)(=O)NCC(=O)O
7.9%,CC(C)N(C(=O)CSc1nnc(N)s1)C1CCCCC1
0.2%,CCOc1ccccc1NC(=S)NC(=O)C1CCCCC1
28.2µM*,COCCN[C@H]1C[C@@H]2c3[nH]c4ccccc4c3C[C@@H](C(=O)OC)N2[C@H](c2ccccc2)C1
12.8%[115 µM],O=C(NCc1ccc(Cl)nc1)c1cnn2c1CN(C(=O)OCc1ccccc1)CC2
?,CCNc1ncnc2sc3c(c12)CCN(Cc1cccnc1)C3
-22.1%,CC1(c2cccnc2)N(Cc2ccccc2)C(=O)OC12CCN(C(=O)CN1CCOCC1)CC2 (stereo unspecified)
15.7%,N#Cc1ccc2[nH]ccc2c1
?,O=C(Cc1ccc(Br)cc1)NCc1nnc2ccc(-c3ccccc3)nn12
?,O=C(OCC(=O)N1CCCC1)c1cc2ccccc2[nH]1

Following part:
KDM5B inhibitor,Molecule
?,COc1ccc2c(c1)c(/C=N/Nc1nc3ccccc3[nH]1)c(C)n2C
36.6%[activator],Cc1ccc(-c2cc(C(F)(F)F)c(C#N)c(SCC(=O)Nc3ccccc3)n2)cc1
21.4%,CC(C)c1nn2c(=O)cc(CSCC(=O)Nc3cccc4ccccc34)nc2s1
21.7%[86.2 µM],CC(C)(C)CC(=O)NC[C@H]1O[C@H](Cc2cc(-c3ccc(F)cc3)on2)CC[C@@H]1O
-20.3%,O=C(CSc1nccn1Cc1ccc(Cl)cc1)NC1CCCC1
?,CC1CCC2(CC1)NC(=O)N(CC(=O)c1ccc3c(c1)OCO3)C2=O (stereo unspecified)
-11.5%,CCn1nc(CC(C)C)cc1C(=O)NCc1cc(-c2cccc(F)c2)no1
-24.3%,OCC1(CCCc2ccccc2)CCN(Cc2cccn2-c2nccs2)CC1
19.1%,O=C(c1cnc(N2CCOCC2)c2ccccc12)N1CCCCC1
6.8%,COC1CCOC2(CCN(C(=O)c3cccc(F)c3)CC2)C1 (stereo unspecified)
?,CSc1nccc(-c2cc(NCc3cccnc3)nc3[nH]ccc23)n1
?,Cc1oc2cc(OCC(=O)NCc3cccs3)ccc2c(=O)c1Oc1ccccc1
19.2%,Cc1ccc(/C=N/NC(=O)CC#N)cc1
8.5%,O=C(NCc1ccc(-c2csnn2)cc1)C1CC1
3.7%[86.2 µM],CC(C)(C)OC(=O)N1CCC(n2c(=O)[nH]c3cccnc32)CC1
-7.1%,CCOC(=O)c1nc2cc(C)c(C)cc2nc1NCCc1ccc(OC)c(OC)c1
-6.2%,CC1(c2noc(C3CCOCC3)n2)CCN(Cc2ccc(OCC(N)=O)cc2)CC1
?,CCN(CC)CCCNC(=O)c1ccc(Cn2c(SCc3ccccc3)nc3cccnc32)cc1
7.9%,CCOc1ccc(NC(=O)CSc2ccc(-c3cccnc3)nn2)cc1
?,Cc1ncsc1CN1CCC2(CC1)CN(Cc1ccccc1)CC2CO (stereo unspecified)
?,CCNC(=O)C(C)NC(=O)c1cc(C(C)C)nc2c1cnn2C(C)C (stereo unspecified)
-16.5%,CN1CC(=O)N(c2ccccc2F)Cc2c1ncnc2N1CCN(c2ncccn2)CC1
25.7%,COc1ccccc1CNC(=O)COc1ncnc2ccccc12
-18.2%[115 µM],CO[C@H]1COCCN(C(=O)c2cccnc2)C1
-2.1%,c1coc(-c2noc(CN3CCCC3c3nc(-c4ccncc4)no3)n2)c1 (stereo unspecified)
?,O=C(CC1(O)C(=O)N(CCc2ccccc2)c2ccc(Br)cc21)c1ccccc1O (stereo unspecified)
?,O=C(NCc1ccc(F)cc1F)c1nnn2c1COC(c1ccc(Cl)cc1)C2 (stereo unspecified)
-29.1%,Cc1cccc(CNC(=O)c2csc(N3CCN(c4ccccc4)CC3)n2)c1
?,COC(=O)c1ccc(NC(=O)N2CC(Oc3cccc(-c4nc(C)no4)c3)C2)cc1
?,CCN(C(=O)Cc1nc(-c2cccs2)oc1C)c1ccccc1

3 of the entries above in order of their number in KDM5B inhibitor, largest number first.
SMILES	KDM5B inhibitor
COCCn1cc2c3c(cccc31)CN(C(=O)COc1cccc(C)c1)CC2	31.6µM*
COCCN[C@H]1C[C@@H]2c3[nH]c4ccccc4c3C[C@@H](C(=O)OC)N2[C@H](c2ccccc2)C1	28.2µM*
O=C(O)C[C@@H]1CCN(S(=O)(=O)c2ccc(F)cc2)C[C@@H]1CC1=NCCc2cc(F)ccc21	20µM*

Later entries.
KDM5B inhibitor,Molecule
i,COCCCNc1oc(-c2cccs2)nc1C#N
19.0%,CCc1ccc2c(c1)-c1ccccc1S(=O)(=O)N2CC(=O)N1CCCCCC1
-10.6%,CCn1c(=O)c2sccc2n(CC(=O)NCc2ccc(F)cc2Cl)c1=O
20.4%,Fc1ccc(-c2noc(-c3nnn4c3COC(c3ccc(F)cc3)C4)n2)cc1 (stereo unspecified)
-10.9%,CN(Cc1cccc(O)c1)C(=O)c1cc(COc2ccccc2F)[nH]n1
-15.7%,Cc1cc(NC(=O)C(C)OC(=O)c2ccc3c(c2)NC(=O)CS3)no1 (stereo unspecified)
10.8%,CCOC(=O)c1c(NC(=O)c2cc(-c3ccc(Br)cc3)on2)sc(C)c1C
353.7%[activator][86.2 µM],O=C1COc2ccc(OCc3ccccc3)nc2CN1Cc1ccccc1F
?,CCCN(Cc1ccc(F)cc1)Cc1cc(=O)n2c3c(sc2n1)CCCC3
?,CCc1ccccc1Nc1sc(C(=O)c2ccccc2)c(N)c1S(=O)(=O)c1ccccc1
?,Cc1cc(NC(=O)c2cc(-c3ccccn3)nc3c(Cl)cccc23)no1
-1.5%,Cn1c(SCC(=O)NC2CCCC2)nc2c(c1=O)SCC2
-26.8%,Cc1ncsc1CCC(=O)NCc1cc2n(n1)CCN(C(=O)N(C)C)C2
4.4%,O=C(O)CNCc1cccc(F)c1
-1.1%,CCC(Sc1nc2nccnc2c(=O)n1Cc1ccccc1)C(=O)Nc1cc(C)ccc1OC (stereo unspecified)
